OXTR potentiator – human OXTR potentiation; 320,000 tested, 0.061% active; AID 2445; CHO-OTR cells, Fluo-8 calcium fluorescence, potentiator mode; 0% = oxytocin EC15, 100% = EC100; activation, % at 3 µM;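 active means activation above that plate's cutoff, the mean activation of tested compounds plus 3 SD, cut at about 6.6% in these data, passing the limit was not always enough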;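 further: 100% uses oxytocin at 75 nM as the full agonist control; some results filed as inactive read as strong as hits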
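Material: CHO-OTR cells, human receptor; compound dosing: single dose, 3.0 µM nominal final compound concentration; schedule: 6 min compound pre-incubation at room temperature, 100 s kinetic read; measured by: kinetic Fluo-8 calcium fluorescence; read-out basis: % activation vs EC15 and EC100 oxytocin; controls: EC15 oxytocin alone as 0%, 75 nM oxytocin as 100%; replicates: singlicate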
CHO parental Ca – counter-screen for OX1R antagonists: effect in parental CHO cells. parental CHO-K1, ATP-induced calcium, Fluo-8 fluorescence. inhibition, % at 5.6 µM. 330,000 tested, 0.63% active;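 active means inhibition above that plate's mean sample inhibition plus 3 SD, cut at about 26% in these data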;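 further: 0% = ATP-challenged DMSO wells and 100% = DMSO wells without ATP; some compounds past the cut are filed as inactive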
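Assay system – parental CHO cells · Reagent – ATP stimulus · Detection – intracellular calcium via Fluo-8 no-wash fluorescent dye · Evaluation – percent inhibition of ATP-evoked calcium rise, normalized to controls · Controls – ATP wells versus no-ATP DMSO wells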
M1 ag – activates human CHRM1 receptor | 360,000 tested, 0.33% active | CHO-K1 hM1, Fluo-8 calcium fluorescence, agonist mode; 0% DMSO, 100% acetylcholine EC100 | AID 588814 | activation, % at 3 µM;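 active means activation above the run's mean compound activation plus 3 SD, cut at about 16% in these data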;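 further: peak over basal fluorescence ratio within a 140 s kinetic read after compound addition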
Target sequence (P11229 whole entry, looked up): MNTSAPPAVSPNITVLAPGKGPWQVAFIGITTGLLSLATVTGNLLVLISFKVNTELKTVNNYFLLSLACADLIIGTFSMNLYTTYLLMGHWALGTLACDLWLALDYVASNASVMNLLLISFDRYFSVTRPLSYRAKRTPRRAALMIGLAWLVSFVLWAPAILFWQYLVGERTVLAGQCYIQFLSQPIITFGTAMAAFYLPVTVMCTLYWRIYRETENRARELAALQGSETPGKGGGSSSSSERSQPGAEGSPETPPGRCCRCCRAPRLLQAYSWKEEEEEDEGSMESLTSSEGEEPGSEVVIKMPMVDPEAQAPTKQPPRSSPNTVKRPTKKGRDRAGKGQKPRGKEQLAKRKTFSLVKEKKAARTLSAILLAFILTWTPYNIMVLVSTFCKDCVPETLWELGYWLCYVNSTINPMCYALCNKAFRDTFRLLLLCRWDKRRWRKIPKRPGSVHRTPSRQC
CHRM1 antagonist – antagonists of human M1 muscarinic receptor; CHO-K1 hM1, Fluo-8 calcium fluorescence, ACh EC80 antagonist; 360,000 tested, 1.3% active; inhibition, % at 3 µM; AID 588852; P11229;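 active means percent inhibition above its own plate's cutoff, namely the mean of that plate's compound wells plus 3 SD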;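 further: peak over basal fluorescence ratio during 140 s after agonist addition; 0% = ACh EC80 plus DMSO and 100% = DMSO alone without agonist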
M1 PAM parental – nonselective activator or artifact in parental CHO-K1 calcium assay; activation, % at 3 µM; 360,000 tested, 0.02% active; ATP EC20, Fluo-8 calcium fluorescence; 0% at ATP EC20, 100% at ATP max;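 active means activation above the run cutoff, the mean activation of all test compounds plus 3 SD, cut at about 40% in these data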;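 further: peak over basal fluorescence ratio in a 140 s read after ATP addition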
CHO-K1 Ca ag – counter-screen for M1 agonists: effect in parental CHO-K1 cells | Fluo-8 calcium fluorescence; scaled to maximal ATP response, vehicle zero | activation, % at 3 µM | 360,000 tested, 0.48% active | AID 602248; in the data active means activation above about 15%;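 further: untransfected CHO-K1 host cells lacking M1 receptor as counterscreen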
TAAR1 ag – human TAAR1 agonism. Q96RJ0. 360,000 tested, 0.99% active. activation, % at 3 µM. AID 624467. CHO RD-HGA16 TAAR1, Fluo-8 calcium fluorescence; vehicle wells 0%, saturating PEA agonist 100%;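 active means activation above the mean activation of all test compounds in the run plus 3 SD, cut at about 38% in these data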
Target sequence (Q96RJ0 whole entry, looked up): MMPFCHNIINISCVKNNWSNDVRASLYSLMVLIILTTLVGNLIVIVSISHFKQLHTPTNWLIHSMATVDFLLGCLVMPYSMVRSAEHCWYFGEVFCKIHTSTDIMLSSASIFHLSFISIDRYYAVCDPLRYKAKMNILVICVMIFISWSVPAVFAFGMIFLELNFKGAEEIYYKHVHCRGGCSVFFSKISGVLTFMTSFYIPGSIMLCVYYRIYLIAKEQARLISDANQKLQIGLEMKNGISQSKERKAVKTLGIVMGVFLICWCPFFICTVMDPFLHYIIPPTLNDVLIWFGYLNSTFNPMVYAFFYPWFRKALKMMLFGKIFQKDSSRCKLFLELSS
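Test system: RD-HGA16 (CHO) cells co-expressing Gα16 and hTAAR1 | Doses: Single dose, 3 µM | Schedule: 17-24 h seeding, 75 min 37 °C dye, 30 min RT | Evaluation: % activation from peak over basal fluorescence ratio, DMSO-to-PEA scaled | Technique: Kinetic Fluo-8 calcium fluorescence | Benchmarks: Low control DMSO, high control PEA (EC100)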
TAAR1 antagonist – human TAAR1 antagonism; inhibition, % at 3 µM; CHO RD-HGA16 TAAR1, Fluo-8 calcium fluorescence, antagonist; 360,000 tested, 1.5% active; Q96RJ0;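 active means inhibition above a per-plate cutoff, the mean inhibition of test compounds on that plate plus 3 SD, cut at about 49% in these data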;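 further: 0% = DMSO plus EC80 beta-PEA response and 100% = DMSO alone without agonist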
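Test system: hTAAR1-expressing CHO RD-HGA16 cells, Gα16-coupled; Probe or stimulus: EC80 β-phenethylamine stimulus; Compound dosing: single nominal final test compound concentration of 3 µM; Timing: 140 s kinetic read after compound, 140 s after agonist; Signal: Fluo-8 calcium-sensitive fluorescence; Measure: % inhibition of agonist calcium response; Controls: DMSO and EC80 PEA controls.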
CHO-K1 Ca antag – counter-screen for M1 antagonists: effect in parental CHO-K1 cells | ATP-induced calcium, Fluo-8 fluorescence | inhibition, % at 3 µM | 360,000 tested, 0.6% active | AID 602250;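 active means inhibition above a per-plate cutoff, the plate's mean sample inhibition plus 3 SD, cut at about 24% in these data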;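 further: 0% = DMSO plus EC80 ATP and 100% = DMSO alone without ATP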
* marks the source's active call; other numbers are inactive results; . = no result given.

SMILES	OXTR potentiator	CHO parental Ca	M1 ag	CHRM1 antagonist	M1 PAM parental	CHO-K1 Ca ag	TAAR1 ag	TAAR1 antagonist	CHO-K1 Ca antag
CC(=O)c1cccc(N(CC(=O)N2CCCC2)S(C)(=O)=O)c1	-2	-7	4	-45	13	0.2	10	-16	-14
C[N+](C)(CCOc1ccccc1)Cc1ccccc1	.	.	-7	-29	-4	0.8	8	-13	6
CCNC(=O)C(C)NC(=O)C1=NN(c2ccccc2)C(=O)CC1 (configuration not stated)	5	0	-2	1	-3	-0.1	-1	2	-7
O=C(NC1CCCC1)C1c2ccccc2OCC(=O)N1Cc1ccccc1 (configuration not stated)	.	.	.	.	16	1.4	1	-6	-12
CCN(CC)CCn1c(N)nc2ccccc21	-20	-12	-6	-7	14	0.2	5	-9	-10
Cc1ccc(C)c(C(=O)COc2ncnc3ccccc23)c1	1	-6	-4	10	-11	0.4	0	13	-7
C=C1c2cc(C)ccc2NC(=O)N1c1ccccc1	-8	-11	-7	-13	20	0.8	12	3	-4
Cc1ccc(C(=O)O)cc1NS(=O)(=O)c1ccc2c(c1)oc(=O)n2C	.	.	0	-3	1	0.2	2	1	2
Nc1nonc1-n1nnc(C(=O)N/N=C/c2ccccc2F)c1CN1CCc2ccccc21	-3	-10	-5	-5	21	0.5	0	-25	-14
Cc1cc(C)cc(-n2c(SC(C)C(=O)NCc3ccc4c(c3)OCO4)nc3ccccc3c2=O)c1 (configuration not stated)	-12	-23	-6	6	-7	0.4	5	-11	6
COc1cc(C(=O)OCC(=O)NC2CC2)ccc1OCCC(C)C	0	-16	1	-6	25	1.3	12	-8	-14
CC(=O)C1=C(C)NC(=O)NC1c1cc(Br)ccc1OCC#N (configuration not stated)	-19	-15	-1	-6	6	0.2	4	-7	-2
CCc1ccc(NC(=O)C2CCN(S(=O)(=O)c3cnc[nH]3)CC2)cc1	-9	-1	-1	9	-10	0.4	2	-22	-1
CCOC(=O)c1cnn(-c2ccccc2)c1NC(=O)CSc1nnc(-c2cccs2)n1CC	-2	-27	-2	-7	14	2.1	4	-3	-5
CC12CC(NC(=O)N1c1cccc(C(=O)N3CCN(c4ccccc4)CC3)c1)c1ccccc1O2 (configuration not stated)	-1	-27	-3	1	-1	0.8	9	3	-3
CCOC(=O)c1c(C)n(C)c2cc([N+](=O)[O-])c(O)c([N+](=O)[O-])c12	3	-9	-2	-4	12	0.3	-1	-8	-14
CCN(CC)c1ccc(NC(=O)c2cncc(Br)c2)cc1	2	-4	-2	-21	-2	0.2	0	-8	2
O=C(CSc1nc2c(c(=O)n1-c1ccc(Cl)cc1)SCC2)N1CCOCC1	-1	-1	-3	-12	1	-0.1	2	-31	14
CC(=O)NC(CC(C)C)C(=O)NC(Cc1ccccc1)C(=O)CCl (configuration not stated)	.	.	-2	-16	6	0.7	0	3	-11
Cc1cc(OCC(=O)N(C)C)c2c(-c3ccccc3)cc(=O)oc2c1	-10	-6	8	8	7	5.1	8	40	-5
Cc1ccc(C(=O)COC(=O)CN2C(=O)C3C4CC(C(Br)C4Br)C3C2=O)cc1 (configuration not stated)	-13	-8	0	-7	-8	0.3	0	0	-7
CCN(CC)S(=O)(=O)c1ccc(C)c(NC(=S)Nc2cccc(S(=O)(=O)N3CCCCCC3)c2)c1	-11	-18	-6	3	8	0.8	9	31	7
CCCNC(=O)C1(C)CCN(C(=O)c2cccc(OC(F)(F)F)c2)C1 (configuration not stated)	.	.	-4	-6	-3	0.4	1	7	10
COc1ccc(Nc2ccncc2[N+](=O)[O-])cc1	-11	3	-3	5	26	0.7	3	13	-18
O=C(Nc1ccc(C(=O)N2CCOCC2)cc1)c1cccc(Br)c1	1	-3	-2	-26	6	1.9	6	-5	-7
SMILES	OXTR potentiator	CHO parental Ca	M1 ag	CHRM1 antagonist	M1 PAM parental	CHO-K1 Ca ag	TAAR1 ag	TAAR1 antagonist	CHO-K1 Ca antag
CCOC(=O)[C@H]1[C@H]2COc3ccc(Br)cc3[C@H]2N2C(=O)CN(Cc3ccc(C)cc3)C(=O)[C@@]12C	.	.	4	-14	-12	0.0	-1	2	8
CCO[C@H]1OC(C(N)=O)=C[C@@H](c2ccc(Br)cc2)[C@@H]1CCCO	-8	0	-2	-3	-14	0.0	0	20	0
Cc1cccc(NC(=O)CN2C(=O)NC(Cc3ccccc3)C2=O)c1 (configuration not stated)	-4	-12	-3	-9	19	0.4	3	-17	-22
CC1CCC2(CC1)NC(=O)N(CC(=O)NC(=O)Nc1ccc3c(c1)OCCO3)C2=O (configuration not stated)	-8	-20	-2	-21	7	0.5	-1	-7	-15
CC1(CC(=O)Nc2ccccc2)NC(=S)N(c2ccccc2)N1 (configuration not stated)	1	-4	-5	-14	3	2.2	5	-15	-19
Cc1noc(C)c1S(=O)(=O)N(CC(=O)NCc1ccc2c(c1)OCO2)c1ccc(C(C)C)cc1	-6	-13	-4	-16	19	0.9	-3	-17	-15
COc1cc(C=O)ccc1OC(=O)c1ccncc1	-1	-1	-6	-4	23	0.3	3	1	-9
Cc1nn(C(C)C(=O)N2CCOCC2)c(=O)c2nn(-c3ccccc3)c(C)c12 (configuration not stated)	-4	-7	0	-2	19	2.1	1	-6	-18
COc1ccc(N2CC(C(=O)Nc3ccc([N+](=O)[O-])cc3Br)CC2=O)cc1 (configuration not stated)	-7	-1	-5	-2	-11	0.1	0	9	-3
Cc1cc(C(=O)O)c(C)n1Cc1ccncc1	-5	-4	-1	-15	-1	1.0	0	-13	7
CCO[C@H]1OC(C(=O)N2CCN(Cc3ccccc3)CC2)=C[C@@H](c2cn(C(C)=O)c3ccccc23)[C@@H]1CCCO	-2	-22	-8	1	8	3.4	15	15	-13
CCn1c(SCC(=O)N/N=C(\C)c2ccncc2)nnc1-c1ccccc1	-5	-12	-8	-5	14	-0.6	1	3	-11
O=C(NCCCn1ccnc1)C(=O)NC1CCCCC1	-8	5	-5	-7	14	0.3	0	1	-14
NNC(=O)CSCc1nc(-c2ccccc2)cs1	-12	-9	-2	-1	7	1.5	-1	-29	-22
Cc1ccc(Cl)cc1N1CCN(C(=O)COc2ccc(S(=O)(=O)NC(C)C)cc2)CC1	-10	3	3	3	5	5.0	2	14	2
COc1ccc(OC)c(NC(=O)CSc2nnc(Cc3cccn3C)n2CCc2ccccc2)c1	-8	-14	-3	17	14	0.8	5	2	-8
C=CCn1c(SCC(=O)Nc2c(C)cccc2C)nnc1-c1cnccn1	-3	-1	-2	-1	10	0.2	3	13	2
O/N=C\c1ccc(-c2ccccc2)o1	2	-2	-8	-8	22	0.9	0	3	-7
COc1ccc(/C=N/n2cnnc2SCc2ccc(OC)cc2)cc1	-4	-12	-3	-10	17	1.2	2	-1	-9
C=CCc1c(O)c(CC)cc2c(C)cc(=O)oc12	0	-18	-7	-8	10	0.0	4	-16	-2
CC(=O)c1cccc(NC(=O)N(c2ccccc2)c2ccccc2)c1	-3	-8	1	-20	14	2.1	4	-10	-4
O=C(CSc1n[nH]c(-c2ccccc2)n1)N1CCCC1	-10	-4	-1	-10	15	0.0	6	0	-7
Cc1ccc(NC(NC(=O)c2cccs2)C(Cl)(Cl)Cl)cc1C (configuration not stated)	-7	-5	-3	2	14	2.1	13	34	-7
CCOc1ccccc1OCC(=O)Nc1c(C)n(C)n(-c2ccccc2)c1=O	2	-15	-7	5	-18	0.0	1	-2	-3
Cc1ccccc1-c1cnc(C(O)c2cc(Cl)cc(Cl)c2)[nH]1 (configuration not stated)	.	.	-2	4	4	1.9	6	22	1
SMILES	OXTR potentiator	CHO parental Ca	M1 ag	CHRM1 antagonist	M1 PAM parental	CHO-K1 Ca ag	TAAR1 ag	TAAR1 antagonist	CHO-K1 Ca antag
Cc1cc2nc3c(c(=O)n2[nH]1)CCCC3	1	-7	-4	-4	13	0.1	5	-2	-2
Cc1ccccc1NC(=O)n1ncc2cc(Cl)ccc21	-6	5	-2	-9	16	0.5	7	2	-8
CCn1ncc([N+](=O)[O-])c1C(=O)Nc1cc(C)on1	-6	-3	-3	1	13	0.1	1	5	0
O=C(N/N=C/c1ccc(-c2ccccc2C(=O)O)o1)c1cccs1	-5	4	-8	-12	32	0.9	9	17	-15
CCOc1cc(N2CCOCC2)c(OCC)cc1NC(=O)c1ccc(OC)cc1	-6	-11	-4	-2	15	1.6	-1	-3	-12
C/C(CC(=O)Nc1cccc(C(F)(F)F)c1)=N\NC(=O)Cc1ccccc1	-12	-17	-3	-7	23	5.8	1	-1	-10
O=C(CSc1nnnn1-c1ccccc1)Nc1ncc2c(n1)CC(c1ccccc1)CC2=O (configuration not stated)	-2	-9	-4	3	4	0.0	8	-8	-9
CCc1cccc(CC)c1NC(=O)/C(C#N)=C/c1ccccc1C(F)(F)F	-2	-16	-7	3	18	-0.3	-1	18	4
COc1ccc(C(=O)Nc2ccccc2C(=O)Nc2ccccn2)cc1	-4	-30	-4	0	-5	1.6	1	21	1
COc1ccc(OCC(=O)Nc2ccc(N3CCC(C)CC3)cc2)cc1	-17	-7	-6	-7	15	1.8	2	-16	-30
CN(C)S(=O)(=O)c1ccc(N2CCCC2)c(C(=O)Nc2nc3ccc(F)cc3s2)c1	-9	-7	-3	10	-7	0.5	4	-4	4
C/C(=N\NC(=O)c1ccc(Cl)cc1)c1ccc(N2CCOCC2)cc1	1	-8	-6	-11	8	0.6	14	-4	-9
CCCC(NC(=O)CCc1c(C)c2cc3c(-c4ccccc4)coc3cc2oc1=O)C(=O)O (configuration not stated)	-9	-1	-5	-17	17	0.4	0	-6	-8
COc1ccc(CCNC(=O)Nc2ccc3c(c2)c(=O)n(C)n3C)cc1OC	.	.	-1	5	8	0.4	3	-24	1
C[C@H]1CN([C@@H](C)CO)S(=O)(=O)c2ccc(Br)cc2O[C@H]1CN(C)Cc1ccc(F)cc1	.	.	-6	-10	-2	-0.3	1	-24	3
N#C/C(=C(\O)c1cc(Cl)sc1Cl)c1nc2ccccc2[nH]1	-6	9	2	1	12	2.2	6	-27	-8

Bioassay records (PubChem)
